Source: PubChem BioAssay
Kir21 block: inhibitors of mouse Kir2.1 inward-rectifier potassium channel. P35561. hit rate 0.85% among 310,000. B-score at 10 µM. HEK293-Kir2.1, FluxOR thallium flux fluorescence; active compounds read low. AID 1672;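 active = fluorescence ratio B-score at or below minus 3 SD of library scores, with starting-brightness B-score within 2 SD, cut at about -4.2 in these data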;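 also: channel flux triggered by added potassium and thallium sulfate stimulus; B-score of peak minus minimum fluorescence over baseline after thallium stimulus; more negative B-score means stronger Kir2.1 block with less thallium influx; some compounds called inactive have numbers as strong as hits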
KCNQ2 inh: KCNQ2 channel blockers in CHO-K1 cells – cell-based, FluxOR thallium flux, B-score, primary screen (AID 2156) | O88943 | 20 min; active compounds read low | B-score at 10 µM | hit rate 1.1% among 310,000;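 active = fluorescence ratio B-score at most minus 3 library SDs, with starting brightness B-score within 2 library SDs, cut at about -5.5 in these data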
Target sequence (O88943 whole entry, looked up): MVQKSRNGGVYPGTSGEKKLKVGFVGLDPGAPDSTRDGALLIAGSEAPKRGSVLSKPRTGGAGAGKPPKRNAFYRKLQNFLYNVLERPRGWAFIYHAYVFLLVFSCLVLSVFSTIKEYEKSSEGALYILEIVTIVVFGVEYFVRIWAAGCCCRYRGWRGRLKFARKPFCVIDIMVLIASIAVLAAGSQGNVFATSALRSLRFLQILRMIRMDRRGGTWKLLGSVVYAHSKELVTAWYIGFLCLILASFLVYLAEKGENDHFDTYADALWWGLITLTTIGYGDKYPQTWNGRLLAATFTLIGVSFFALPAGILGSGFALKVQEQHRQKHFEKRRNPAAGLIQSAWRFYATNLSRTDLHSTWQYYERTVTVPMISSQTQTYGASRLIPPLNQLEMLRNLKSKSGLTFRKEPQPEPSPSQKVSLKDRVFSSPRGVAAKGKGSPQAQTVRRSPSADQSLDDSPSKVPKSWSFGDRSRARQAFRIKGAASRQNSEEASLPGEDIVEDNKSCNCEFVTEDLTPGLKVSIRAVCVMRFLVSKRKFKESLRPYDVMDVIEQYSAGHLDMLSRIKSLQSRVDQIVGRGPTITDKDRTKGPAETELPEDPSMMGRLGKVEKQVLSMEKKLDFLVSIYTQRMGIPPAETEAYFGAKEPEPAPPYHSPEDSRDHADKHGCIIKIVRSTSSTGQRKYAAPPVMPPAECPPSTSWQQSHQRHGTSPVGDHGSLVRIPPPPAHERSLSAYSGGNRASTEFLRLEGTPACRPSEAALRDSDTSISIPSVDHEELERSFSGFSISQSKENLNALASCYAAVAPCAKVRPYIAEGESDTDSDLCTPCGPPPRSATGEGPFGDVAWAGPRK
* hit, by the source's call; & = joins results of further samples.

O=C1CC2(CCN(C(=O)C3CC(=O)N(c4ccc(F)cc4)C3)CC2)Oc2ccccc21 (stereo unspecified) was read as Kir21 block -0.6 and KCNQ2 inh inactive.
`COc1ccc(-c2nc(C(F)(F)F)c(OC)o2)cc1OC` gave Kir21 block -1.82 and KCNQ2 inh inactive.
For O=C(NCC1CCCO1)c1ccccc1-c1nc(-c2ccccc2Cl)no1 (stereo unspecified) the results were Kir21 block 0.34 and KCNQ2 inh inactive.
Clc1ccc(OCc2nnc(SCc3nnc(-c4ccccc4)o3)o2)c(Cl)c1 was read as Kir21 block 0.52 and KCNQ2 inh inactive.
For CCOc1ccc(CCNC(=O)CS(=O)Cc2nc(-c3ccccc3C)oc2C)cc1OCC (stereo unspecified) the results were Kir21 block -1.76 and KCNQ2 inh inactive.
Screening COc1cccc(C(=O)Nc2nnc(-c3ccc(Cl)cc3)o2)c1 returned Kir21 block -0.45 and KCNQ2 inh inactive.
Screening Cc1cccc(N(C)C(=O)c2cc(S(=O)(=O)N3CCc4ccccc43)cn2C)c1 returned Kir21 block -0.12 and KCNQ2 inh inactive.
Screening COc1ccccc1-c1cc(C(F)(F)F)nc(S(=O)(=O)CCCC(=O)N2CCOCC2)n1 returned Kir21 block 1.3 and KCNQ2 inh inactive.
O=S1(=O)C=C(Sc2nc3ccccc3s2)c2ccccc21 was read as Kir21 block -0.33 and KCNQ2 inh inactive.
CCOC(=O)Cc1c(C)c2c(C)nn(-c3ccccc3)c2oc1=O was read as Kir21 block 1.86 and KCNQ2 inh inactive.
Screening COCCn1c(=O)[nH]c2cc(C(=O)NCc3ccccc3)ccc2c1=O returned Kir21 block -0.13 and KCNQ2 inh inactive.
Nc1cc(N)nc(SCCN2CCCCC2)n1 was read as Kir21 block 1.26 and KCNQ2 inh inactive.
Screening CC(NCCc1ccc(S(N)(=O)=O)cc1)C(=O)NCc1ccccc1 (stereo unspecified) returned Kir21 block -0.68 and KCNQ2 inh inactive.
For NC(=O)c1ccc(N=Nc2c(-c3ccccc3)[nH]n(-c3ccccc3)c2=O)cc1 the results were Kir21 block -1.56 and KCNQ2 inh inactive.
`CNC(=S)NNC(=O)COc1ccccc1C` gave Kir21 block 1.86 and KCNQ2 inh inactive.
Screening CCSc1nnc(NC(=O)CCn2c(=O)oc3ccccc32)s1 returned Kir21 block -0.36 and KCNQ2 inh inactive.
Screening COc1ccc([N+](=O)[O-])cc1COc1ccc2c(-c3ccccc3)cc(=O)oc2c1 returned Kir21 block 0.23 and KCNQ2 inh inactive.
`Cc1nn(CC(C)C(=O)N2CCN(S(=O)(=O)c3ccc(Cl)cc3)CC2)c(C)c1C` (stereo unspecified) gave Kir21 block -1.96 and KCNQ2 inh inactive.
For Cc1ccc(C(=O)N2CCN(C)CC2)cc1S(=O)(=O)N1CCCCCC1 the results were Kir21 block 1.29 and KCNQ2 inh inactive.
COc1cc(/C=C/CN2CCC(CO)(CC3CCCCO3)CC2)ccc1O (stereo unspecified) was read as Kir21 block -0.84 and KCNQ2 inh inactive.
COC(=O)CSc1[nH]c2ccccc2c1[N+](=O)[O-] was read as Kir21 block -0.65 and KCNQ2 inh inactive.
For N#CC1=C(N)C(C#N)(C#N)[C@H](c2cccnc2)[C@H]2CN(C(=O)OCc3ccccc3)CC=C12 the results were Kir21 block 0.4 and KCNQ2 inh inactive.
O=C(CSc1ncccc1C(=O)O)NC1CCCCCCC1 was read as Kir21 block -1.68 and KCNQ2 inh inactive.
For CCCC1CC(C)(/C(C)=N\NC(N)=S)OC1=O (stereo unspecified) the results were Kir21 block -1.26 and KCNQ2 inh inactive.
For CCC(=O)N1CCC2(CC1)Oc1ccc(F)cc1C(=O)C21CC(c2ccccc2)=NO1 (stereo unspecified) the results were Kir21 block 0.77 and KCNQ2 inh inactive.
`Cc1ccc2nc(NC(=O)CSc3nnc(C)c(=O)n3N)sc2c1` gave Kir21 block -0.05 and KCNQ2 inh inactive.
`NC(=O)C1CCN(C(=O)COc2ccc3c(c2)oc(=O)c2ccccc23)CC1` gave Kir21 block 0.91 and KCNQ2 inh inactive.
O=C(CN1CCOCC1)NNC(=O)c1ccc([N+](=O)[O-])cc1 was read as Kir21 block -0.18 and KCNQ2 inh inactive.
`CCOc1ccccc1CNC(=O)c1nn(CC)cc1[N+](=O)[O-]` gave Kir21 block 0.25 and KCNQ2 inh inactive.
Screening CCOC(=O)c1c(C)[nH]c(C)c1C(=O)COC(=O)c1c(OC)cccc1OC returned Kir21 block 0.54 and KCNQ2 inh inactive.
O=C(COC(=O)c1cnccn1)Nc1cccc2ccccc12 was read as Kir21 block 1.67 and KCNQ2 inh inactive.
Cn1cc(CNC(=O)CC2C(=O)NCCN2CC(C)(C)C)cn1 (stereo unspecified) was read as Kir21 block -0.04 and KCNQ2 inh inactive.
`CN(C)CCN(C(=O)c1ccc(C(=O)c2ccccc2)cc1)c1nc2cc3c(cc2s1)OCO3` gave Kir21 block -0.81 and KCNQ2 inh inactive.
Screening Cc1cc(C)c2c(N)c(C(=O)Nc3ccc([N+](=O)[O-])cc3)sc2n1 returned Kir21 block 1.29 and KCNQ2 inh inactive.
For Cc1nn(C)c(C)c1S(=O)(=O)NC1CCCC1 the results were Kir21 block 0.11 and KCNQ2 inh inactive.
`COc1ccccc1NC(=O)C(C)OC(=O)CCCN=C1NS(=O)(=O)c2ccccc21` (stereo unspecified) gave Kir21 block -0.88 and KCNQ2 inh inactive.

In the list so far, these contain an aryl methoxy group.
`COc1ccc(-c2nc(C(F)(F)F)c(OC)o2)cc1OC` gave Kir21 block -1.82 and KCNQ2 inh inactive.
Screening COc1cccc(C(=O)Nc2nnc(-c3ccc(Cl)cc3)o2)c1 returned Kir21 block -0.45 and KCNQ2 inh inactive.
Screening COc1ccccc1-c1cc(C(F)(F)F)nc(S(=O)(=O)CCCC(=O)N2CCOCC2)n1 returned Kir21 block 1.3 and KCNQ2 inh inactive.
Screening COc1ccc([N+](=O)[O-])cc1COc1ccc2c(-c3ccccc3)cc(=O)oc2c1 returned Kir21 block 0.23 and KCNQ2 inh inactive.
COc1cc(/C=C/CN2CCC(CO)(CC3CCCCO3)CC2)ccc1O (stereo unspecified) was read as Kir21 block -0.84 and KCNQ2 inh inactive.
Screening CCOC(=O)c1c(C)[nH]c(C)c1C(=O)COC(=O)c1c(OC)cccc1OC returned Kir21 block 0.54 and KCNQ2 inh inactive.
`COc1ccccc1NC(=O)C(C)OC(=O)CCCN=C1NS(=O)(=O)c2ccccc21` (stereo unspecified) gave Kir21 block -0.88 and KCNQ2 inh inactive.

(cont.)
CC(=O)Nc1ccc(C(=O)NNC(=O)c2ccc(Cl)cc2)cc1 was read as Kir21 block 0.12 and KCNQ2 inh inactive.
`O=C(NN1c2ccccc2CCc2ccccc21)c1ccccc1Br` gave Kir21 block 0.26 and KCNQ2 inh inactive.
`CCCCNc1nc2ccccc2nc1NS(=O)(=O)c1cccs1` gave Kir21 block -0.08 and KCNQ2 inh inactive.
Screening CCOc1ccc(CCNC(=O)CSc2n[nH]c(N)n2)cc1OCC returned Kir21 block 0.16 and KCNQ2 inh inactive.
`CC(=O)Nc1cccc(NC=C(C#N)C#N)c1` gave Kir21 block 0.06 and KCNQ2 inh inactive.
Screening Cc1ccc2c(c1)N(CC(=O)NCC(C)c1ccccc1)C(=O)c1cccnc1O2 (stereo unspecified) returned Kir21 block -1.32 and KCNQ2 inh inactive.
Screening Cc1ccc(C(=O)OC(C)C(=O)c2cc(C)c(C)cc2C)o1 (stereo unspecified) returned Kir21 block 0.09 and KCNQ2 inh inactive.
For Cc1onc(-c2ccccc2)c1C(=O)N=C(N)c1ccc(C(F)(F)F)cc1 the results were Kir21 block -2 and KCNQ2 inh inactive.
For Cc1nn(-c2ccc(N3CCOCC3)nn2)c(C)c1CCC(=O)NCc1ccccc1F the results were Kir21 block 0.05 and KCNQ2 inh inactive.
For CC(CCc1ccccc1)NC(=O)c1nnc(Cc2ccc(Cl)cc2)o1 (stereo unspecified) the results were Kir21 block -0.19 and KCNQ2 inh inactive.
`COc1cccc(CN(C)C(=O)CSCC(=O)Nc2ccc(C)cc2)c1OC` gave Kir21 block -0.15 and KCNQ2 inh inactive.
Screening Cc1c(NC(=O)c2ncn[nH]2)cccc1-c1nc2ccccc2s1 returned Kir21 block 1.11 and KCNQ2 inh inactive.
`CCOc1cc(S(=O)(=O)N2CCC(Cc3ccccc3)CC2)c(OCC)cc1-n1cnnn1` gave Kir21 block -0.33 and KCNQ2 inh inactive.
For Cc1cccc(C)c1NC(=O)CSc1nnc(NC(=O)C2CC2)s1 the results were Kir21 block -0.09 and KCNQ2 inh inactive.
Screening Nc1sc2c(c1C(=O)c1ccccc1)CCCC2 returned Kir21 block -0.99 and KCNQ2 inh inactive.
For COCCCNC(=O)[C@H]1N2C(=O)c3ccccc3C2SC1(C)C (stereo partly specified) the results were Kir21 block -0.56 and KCNQ2 inh inactive.
For CCCn1c(SCC(=O)Nc2cccc(C(=O)OC)c2)nnc1-c1cccnc1 the results were Kir21 block 1.5 and KCNQ2 inh inactive.
For COc1ccc(-c2noc(CCC(=O)NCc3cc(Br)ccc3OC)n2)cc1 the results were Kir21 block 0.76 and KCNQ2 inh inactive.
For COc1ccc2c(c1OC)C(=O)OC2C1c2c(cc3c(c2OC)OCO3)CCN1C (stereo unspecified) the results were Kir21 block 0.19&-0.09 and KCNQ2 inh inactive.
`CC(=O)Nc1ccc(S(=O)(=O)N(C)CC(=O)OCC(=O)N2CCN(C(=O)c3ccco3)CC2)cc1` gave Kir21 block 0.33 and KCNQ2 inh inactive.
`CC(C(=O)Nc1cccc(S(=O)(=O)N2CCOCC2)c1)N1CCN(C)CC1` (stereo unspecified) gave Kir21 block -1.04 and KCNQ2 inh inactive.
COc1ccc(NC(=O)CCc2ccccc2)cc1NC(=O)c1ccco1 was read as Kir21 block 0.78 and KCNQ2 inh inactive.
Cc1ccc(C(=O)NCC(=O)N/N=C/c2sccc2C)cc1[N+](=O)[O-] was read as Kir21 block 0.21 and KCNQ2 inh inactive.
For COC(=O)C1=C(C)N=C2SC(C#N)=C(N)N2C1c1cc(OC)c(OC)c(OC)c1 (stereo unspecified) the results were Kir21 block 0.39 and KCNQ2 inh inactive.

Looked up by structure from the list above, 2 records:
`CCOc1cc(S(=O)(=O)N2CCC(Cc3ccccc3)CC2)c(OCC)cc1-n1cnnn1` gave Kir21 block -0.33 and KCNQ2 inh inactive.
For CCCn1c(SCC(=O)Nc2cccc(C(=O)OC)c2)nnc1-c1cccnc1 the results were Kir21 block 1.5 and KCNQ2 inh inactive.

Next entries
`CCn1c(SCC(=O)N2CCc3ccccc3C2)nc2sc(C)c(C)c2c1=O` gave Kir21 block -0.02 and KCNQ2 inh inactive.
CCCCOC(=O)Nc1cccc(Cl)c1C was read as Kir21 block 0.94 and KCNQ2 inh inactive.
Screening CC(C)NC(=O)C(=O)Nc1cc2c3c(c1)C(C)C(=O)N3CCC2 (stereo unspecified) returned Kir21 block 0.05 and KCNQ2 inh inactive.
`O=C(CCc1nc2ccccc2c(=O)[nH]1)N1CCN(S(=O)(=O)c2cccc(F)c2)CC1` gave Kir21 block 1.28 and KCNQ2 inh inactive.
Screening O=C(NCc1ccccc1)C1=C[C@@H](c2csc3ccccc23)C[C@@H](OCc2ccc(CO)cc2)O1 returned Kir21 block 0.97 and KCNQ2 inh inactive.
`Cc1ccc(-n2c(CNc3ccc(F)cc3)nnc2SCC(=O)N2CCCC2)cc1` gave Kir21 block 1.42 and KCNQ2 inh inactive.
For O=C(c1cc2cc(Br)ccc2o1)N1CCN(c2ccccc2)CC1 the results were Kir21 block 0.3 and KCNQ2 inh inactive.
For COc1ccc(N2CCN(C(=S)Nc3cc(C)cc(C)c3)CC2)cc1 the results were Kir21 block -1.11 and KCNQ2 inh inactive.
`Cc1ccc(S(=O)(=O)N(C)C)cc1-n1c(SCC(=O)Nc2ccc(F)cc2)nc2ccccc2c1=O` gave Kir21 block 1.97 and KCNQ2 inh inactive.
`CCCOc1ccc(/C=C/C(=O)NCc2ccccc2)cc1` gave Kir21 block -1.59 and KCNQ2 inh inactive.
Screening O=C(CSc1nnc(-c2cccnc2)o1)c1cc2ccccc2oc1=O returned Kir21 block -0.58 and KCNQ2 inh inactive.
Screening COc1ccc(-c2noc(=O)n2Cc2ccccc2F)cc1 returned Kir21 block 1.42 and KCNQ2 inh inactive.
For O=C(c1cscn1)N1CCCC(N2CCN(c3ccc(F)cc3)CC2)C1 (stereo unspecified) the results were Kir21 block -1.14 and KCNQ2 inh inactive.
O=C(CC1CCCCC1)Nc1ccccc1-c1ccccc1 was read as Kir21 block 1.15 and KCNQ2 inh inactive.
For COc1cccc(-c2nc(CS(=O)CC(=O)O)c(C)o2)c1 (stereo unspecified) the results were Kir21 block 1.64 and KCNQ2 inh inactive.
For C/C(=N\NC(=O)c1ccccc1)c1ccc(C)c([N+](=O)[O-])c1 the results were Kir21 block 1.53 and KCNQ2 inh inactive.
Cc1ccccc1N1CCN(C(=O)CCN2C(=O)c3ccccc3C2=O)CC1 was read as Kir21 block -0.46 and KCNQ2 inh inactive.
Screening COCCN(C(=O)c1csnn1)C(C(=O)NC1CCCC1)c1ccc(C)cc1 (stereo unspecified) returned Kir21 block -1.18 and KCNQ2 inh inactive.
Screening CCCCCNC(=O)CCc1ccccc1 returned Kir21 block -1.4 and KCNQ2 inh inactive.
`CCCN1CCC(=O)N([C@H](CO)Cc2ccccc2)CC1` gave Kir21 block 0.44 and KCNQ2 inh inactive.
For O=C(NC1CCCc2ccccc21)C1CCCC1 (stereo unspecified) the results were Kir21 block 1.77 and KCNQ2 inh inactive.
`Cc1ccc2nc(-c3ccc(N4C(=O)CC(N5CCN(CCO)CC5)C4=O)cc3)sc2c1` (stereo unspecified) gave Kir21 block -1.88 and KCNQ2 inh -6.32*.
`COc1ccc(-c2cc(-c3nnc(COC(=O)C4CC4C)o3)c3ccccc3n2)cc1OC` (stereo unspecified) gave Kir21 block -0.65 and KCNQ2 inh inactive.
`FC(F)(F)c1nc(-c2cccs2)ncc1-c1nnnn1-c1ccc(Cl)cc1` gave Kir21 block 0.79 and KCNQ2 inh inactive.
